From PubChem BioAssay
TEAD-YAP inh = TEAD-YAP interaction inhibition; 640,000 compounds, 1.4% hits; inhibition, % at 9.12 µM; HEK-TIYL cells, TEAD-Gal4/YAP UAS-luciferase luminescence; in the data active = inhibition above about 32%;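 note: 0% = median of test compound wells and 100% = reference inhibitor wells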
MITF primary = human MITF inhibition, primary screen. O75030. 650,000 compounds, 0.91% hits. inhibition, % at 2.6 µM. AlphaScreen MITF homodimerization, bead proximity signal; in the data active = inhibition above about 50%;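 note: 0% = vehicle wells with protein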
Target sequence (O75030 whole entry, looked up): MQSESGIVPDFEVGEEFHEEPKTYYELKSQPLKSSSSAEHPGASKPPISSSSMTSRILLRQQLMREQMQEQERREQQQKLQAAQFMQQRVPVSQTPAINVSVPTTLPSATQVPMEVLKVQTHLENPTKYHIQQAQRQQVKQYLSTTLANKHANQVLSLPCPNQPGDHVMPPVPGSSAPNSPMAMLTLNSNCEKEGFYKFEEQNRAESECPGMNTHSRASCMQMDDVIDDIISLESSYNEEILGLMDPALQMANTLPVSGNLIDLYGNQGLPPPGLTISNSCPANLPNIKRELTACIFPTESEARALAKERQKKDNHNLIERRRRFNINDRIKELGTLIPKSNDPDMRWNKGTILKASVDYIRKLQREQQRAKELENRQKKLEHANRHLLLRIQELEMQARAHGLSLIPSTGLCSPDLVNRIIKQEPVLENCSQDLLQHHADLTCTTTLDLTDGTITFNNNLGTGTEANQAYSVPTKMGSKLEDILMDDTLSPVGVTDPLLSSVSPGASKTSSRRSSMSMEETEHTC
FBW7 act = human FBW7 E3 ligase activation, primary screen | Q969H0 | AlphaScreen FBW7–phospho-cyclin E peptide binding, activator screen | normalized activity (activation), % at 26.1 µM | 650,000 compounds, 0.13% hits | AID 1259310; in the data active = normalized activity above about 1.9%;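 note: purified mutant Fbw7 with reduced substrate affinity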
GPR151 ag = activates the human receptor GPR151; Q8TDV0; PathHunter beta-arrestin GPR151 cells, luminescence; activation, % at 11.2 µM; 650,000 compounds, 1% hits; AID 1508602; in the data active = activation above about 4.9%;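 note: 0% = median of compound wells and 100% = cells with positive control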
Target sequence (Q8TDV0 whole entry, looked up): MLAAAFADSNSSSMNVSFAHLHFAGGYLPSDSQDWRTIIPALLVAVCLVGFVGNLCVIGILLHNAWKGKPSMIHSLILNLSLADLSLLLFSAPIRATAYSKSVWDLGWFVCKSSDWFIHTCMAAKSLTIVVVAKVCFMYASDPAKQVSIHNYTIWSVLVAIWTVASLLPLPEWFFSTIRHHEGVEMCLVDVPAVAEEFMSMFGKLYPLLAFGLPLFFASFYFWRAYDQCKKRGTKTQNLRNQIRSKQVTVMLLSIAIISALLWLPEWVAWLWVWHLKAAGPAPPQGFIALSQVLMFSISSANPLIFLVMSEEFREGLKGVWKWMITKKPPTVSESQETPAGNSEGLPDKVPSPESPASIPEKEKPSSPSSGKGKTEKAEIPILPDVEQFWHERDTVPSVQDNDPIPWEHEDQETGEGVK
* marks the source's active call; other numbers are inactive results. Random draw from the library, and some 3.4% of all compounds hit somewhere here.

SMILES | TEAD-YAP inh | MITF primary | FBW7 act | GPR151 ag
COc1ccc(C2C3C(=O)N(c4ccc(C)cc4)C(=O)C3ON2c2ccccc2)cc1 (configuration not stated) | 0.5 | 0.0 | -0.1 | -0.2
CN(CCO)C(=O)c1cc(COc2cccc3cnccc23)on1 | -5.0 | 19.1 | 0.2 | 6.7*
Cc1ccc(NC(=O)N[C@H]2C[C@H]3C(=O)N[C@H](CC(C)C)C(=O)N3C2)cc1C | -5.4 | -5.1 | 0.1 | -0.4
CCCCn1c2nc3ccccc3nc2c2c(N)ncnc21 | 4.9 | 16.9 | -0.1 | 3.4
N#CC1=C(N)Oc2n[nH]c(-c3ccc4c(c3)OCO4)c2C1c1ccc(Cl)cc1Cl (configuration not stated) | -11.7 | -4.0 | 0.0 | -1.6
Cc1cc(OCC(=O)Nc2nc3ccccc3s2)ccc1Cl | -9.9 | -5.6 | 0.1 | -0.4
O=C(COC(=O)c1c2c(nc3ccccc13)CCCC2)c1ccccc1 | 9.8 | 6.8 | 0.0 | 2.2
O=C(OCCO[N+](=O)[O-])c1cccnc1 | 14.1 | 5.0 | -0.1 | 0.9
CCc1cc2c(SCC(=O)NC(=O)c3cccn3C)ncnc2s1 | 4.6 | 0.6 | 0.0 | -0.6
NS(=O)(=O)c1ccc(NC(=O)CCS(=O)(=O)c2ccc(Cl)cc2)cc1 | -3.5 | 8.6 | -0.1 | 3.4
Cc1nc([N+](=O)[O-])c(Br)n1CC(=O)c1ccccc1 | 4.3 | 2.3 | -0.1 | -0.7
O=C(Nc1ccc([N+](=O)[O-])cc1O)c1ccccc1Br | -33.9 | 0.1 | -0.1 | -1.1

Single records, as listed above. Order of screens: TEAD-YAP inh, MITF primary, FBW7 act, GPR151 ag
O=C(OCCO[N+](=O)[O-])c1cccnc1 reads 14.1, 5.0, -0.1, 0.9
Cc1nc([N+](=O)[O-])c(Br)n1CC(=O)c1ccccc1 reads 4.3, 2.3, -0.1, -0.7
CCc1cc2c(SCC(=O)NC(=O)c3cccn3C)ncnc2s1 reads 4.6, 0.6, 0.0, -0.6
CN(CCO)C(=O)c1cc(COc2cccc3cnccc23)on1 reads -5.0, 19.1, 0.2, 6.7*
O=C(Nc1ccc([N+](=O)[O-])cc1O)c1ccccc1Br reads -33.9, 0.1, -0.1, -1.1

Going on with the list.
SMILES | TEAD-YAP inh | MITF primary | FBW7 act | GPR151 ag
CCOc1ccc(-c2cn(-c3ccc(C)cc3)c(SCC(=O)Nc3ccc(OC)cc3)n2)cc1 | 16.9 | 4.2 | -0.1 | -0.8
COc1ccc(C2C(C(=O)OC3CCCCC3)=C(C)Nc3nnnn32)cc1Br (configuration not stated) | 3.6 | 4.0 | -0.1 | -0.7
O=C1N/C(=C\c2ccsc2)C(=O)N1Cc1ccc(F)cc1 | 2.9 | 1.4 | -0.1 | 3.0
COc1ccc(OC)c(NC(=O)CSc2nc3c(sc(=S)n3-c3ccccc3C)c(=O)n2-c2ccccc2)c1 | -23.1 | 18.6 | 0.2 | -0.7
O=C(NCc1ccccc1)c1ccc2c(c1)NC(=O)c1ccccc1S2 | -18.7 | 4.6 | 0.0 | 3.8
COc1ccccc1-n1c(SCc2cc(=O)n3cc(Cl)ccc3n2)nc2c(sc(=S)n2CCc2ccccc2)c1=O | 0.9 | 3.5 | 0.5 | 0.2
Cc1cccc(CN2CCN(Cc3sc4ccccc4c3Cl)CC2CCO)n1 (configuration not stated) | 12.3 | 8.2 | 0.1 | 4.0
COc1ccccc1NC(=O)CSc1nc2ccccc2c(=O)n1C1CCCCC1 | 3.1 | 4.6 | -0.1 | 1.0
COc1ccc(NC(=O)c2cn(NC(=O)c3cnccn3)c(=O)c3ccccc23)cc1Cl | 15.0 | 2.9 | -0.6 | 1.3
CC1=C(C(=O)Nc2ccccc2)C(c2ccccc2Cl)C(C#N)=C(SCC#N)N1 (configuration not stated) | -3.9 | -0.6 | -0.2 | -0.7
COc1cc(CNCc2ccccc2Cl)ccc1OCC(N)=O | 7.4 | 22.8 | 0.0 | 0.0
CCC(C)[C@@H](C(=O)Nc1ccc(C)cc1)N1Cc2ccccc2C1=O (some centres not stated) | 4.4 | 4.8 | -0.3 | 1.2
COc1ccc(C(=O)C(C)OC(=O)/C=C/c2ccccc2OC)cc1 (configuration not stated) | 3.9 | 1.7 | 0.0 | 0.1
CSc1ncc(Cl)c(C(=O)Nc2cc([N+](=O)[O-])ccc2C)n1 | 4.1 | -2.5 | -0.1 | 0.9
C/C(=N/NC(=O)c1cc(O)c(O)c(O)c1)c1ccc(F)cc1 | 4.3 | 58.6* | -0.3 | -0.5
CC1=C(C(=O)Nc2cccc(C)n2)C(c2cccs2)C2=C(CC(C)(C)CC2=O)N1 (configuration not stated) | 10.8 | 6.0 | 0.0 | 1.4
CCOc1ccc(NC(=O)c2ccc(S(=O)(=O)N3CCOCC3)cc2)c([N+](=O)[O-])c1 | -1.9 | -8.8 | -0.1 | 0.2
CC1(C)CC(=O)C2=C(C1)N(c1ccc([N+](=O)[O-])cc1)C(N)=C(C#N)C2c1ccccc1 (configuration not stated) | -5.0 | 18.9 | 0.6 | 0.3
Cc1ccc(NC2C=CS(=O)(=O)C2)cc1C (configuration not stated) | 32.5* | 7.1 | 0.1 | -2.6
CCCCC(=O)N1CCN(c2ccc([N+](=O)[O-])cc2F)CC1 | 7.9 | 10.3 | 0.0 | -1.4
COCCn1c(=O)[nH]c2cc(C(=O)N3CCN(c4ccccc4OC)CC3)ccc2c1=O | 2.8 | -15.5 | 0.0 | 0.5
CCOC(=O)CC(NC(=O)c1cc2cccc(OC)c2oc1=O)c1ccc(OC)cc1 (configuration not stated) | -12.3 | 7.4 | 1.4 | 0.9
O=C(c1ccc(Cl)cc1)N1N=C(C(F)(F)F)CC1(O)C(F)(F)F (configuration not stated) | -6.6 | 10.7 | 0.1 | -0.4
N/C(=N\c1nc2ccccc2o1)NC(=O)c1cccc(F)c1 | 5.6 | -18.8 | 0.0 | 1.0

Part of the list above, with values under each structure:
The line under a structure holds: TEAD-YAP inh, MITF primary, FBW7 act, GPR151 ag
> CCCCC(=O)N1CCN(c2ccc([N+](=O)[O-])cc2F)CC1
    7.9, 10.3, 0.0, -1.4
> COCCn1c(=O)[nH]c2cc(C(=O)N3CCN(c4ccccc4OC)CC3)ccc2c1=O
    2.8, -15.5, 0.0, 0.5

The results go on.
SMILES | TEAD-YAP inh | MITF primary | FBW7 act | GPR151 ag
Cc1c(Cl)cccc1NC(=O)CCC(=O)NNC(=O)c1ccc(F)cc1 | 2.2 | 4.3 | 0.1 | 0.0
O=C(CCCn1sc2ccccc2c1=O)N1CCCC1 | -7.7 | 14.7 | -0.1 | -0.1
N#Cc1ccccc1COc1ccc(/C=C2/NC(=S)NC2=O)cc1 | -19.3 | 12.6 | 0.1 | -0.1
CCN(CC)c1ccc(N=c2ssc3c2-c2cc(C)ccc2NC3(C)C)cc1 | 3.9 | 4.9 | 0.1 | -0.1
CCCCOc1ccc(C(=O)N(C)c2c(C)n(C)n(-c3ccccc3)c2=O)cc1 | 5.5 | 0.7 | -0.1 | -0.1
COc1cccc(COC(=O)COc2ccc(C(C)=O)cc2OC)c1 | -21.9 | -11.5 | 0.0 | -4.2
CCC(=O)Nc1nc(C23CC4CC(CC(C4)C2)C3)c(C)s1 | -9.2 | -1.5 | 0.2 | 0.4
COc1ccc(C2NC(=O)NC(C)=C2C(=O)OCc2ccccc2)c(OC)c1 (configuration not stated) | 0.2 | -0.3 | 0.0 | 0.4
COC(=O)c1ccc(/C=C2\SC(=O)N(NC(=O)c3ccc([N+](=O)[O-])cc3)C2=O)cc1 | -10.6 | -10.4 | -0.1 | -0.5
CCC(=O)Nc1ccc(C2=NNC(=NCCc3ccccc3)SC2)cc1 | -8.8 | -11.4 | 0.0 | 0.9
Cc1ccc(C23CC4CC(C2)CC(c2csc(N)n2)(C4)C3)cc1 | 1.0 | -2.7 | -0.2 | -1.1
COc1ccc(N(CC(=O)N2CCCCC2)S(=O)(=O)c2ccc(C)cc2)cc1Cl | 10.9 | 11.5 | -0.1 | 1.0
CCC(C)NC(=O)CN(C1CCCCC1)S(=O)(=O)c1ccc(F)cc1 (configuration not stated) | -10.2 | -6.2 | -0.2 | -0.4
Cc1cc(NCc2cccc(C(F)(F)F)c2)nc(-c2c(C)noc2C)n1 | 7.2 | 7.2 | -0.1 | -0.7
COc1ccccc1CNC(=O)CC(C)c1ccccc1 (configuration not stated) | -10.3 | 11.2 | 0.4 | -1.8
Nc1nc(SCC(=O)Nc2cccc(F)c2)n[nH]1 | -3.2 | 0.8 | 0.2 | 0.2
O=C1CC(c2cccs2)CC2=C1C(c1ccc(Cl)cc1)Nc1ccccc1N2 (configuration not stated) | -3.3 | 6.8 | 0.4 | -0.5
Cc1ccc(CNC(=O)CCSCCC(=O)NCc2ccc(C)cc2)cc1 | 0.0 | 11.2 | 0.0 | 0.6
CC(N=Cc1c(O)[nH]c2ccccc12)c1ccccc1 (configuration not stated) | 6.2 | 1.3 | -0.1 | 0.3
CCOc1cc(C2C(C(=O)OCCSCC)=C(C)NC3=C2C(=O)C(C(=O)OC)C(C)C3)cc(Br)c1OC (configuration not stated) | 2.5 | -8.6 | 0.4 | -1.6
CCC(CO)Nc1ccnc2c(-c3ccc(OC)nc3)cnn12 (configuration not stated) | -58.6 | 7.9 | -0.4 | -0.3
NC(=O)COc1ccc(/C=C2\SC(N)=NC2=O)cc1 | 11.1 | -3.0 | 0.1 | 1.0
N#C/C(=C\c1cccs1)c1ncc(-c2cc3c(ccc4ccccc43)oc2=O)s1 | 8.7 | 7.9 | 0.1 | 0.4
N#C/C(=C\c1ccccc1)C(=O)Nc1nncs1 | 9.7 | 10.6 | 0.2 | 1.6
O=C(OC1CCOC1=O)c1cccc(I)c1 (configuration not stated) | 10.1 | 6.7 | 0.0 | 2.4
COC(=O)c1cccc(NC(=S)NCc2ccc(F)cc2)c1 | 7.9 | 6.1 | 0.0 | 2.4
CC(=O)c1c(C)[nH]c(C(=O)NCCCN2CCCC(C)C2)c1C (configuration not stated) | 3.4 | -2.1 | 0.1 | 0.6
CC(OC(=O)C1=NNC(=O)CC1)C(=O)NCc1ccc2c(c1)OCO2 (configuration not stated) | -3.3 | -7.8 | -0.1 | -1.9
COc1cc(Nc2cc(-c3ccccc3)ncn2)cc(OC)c1OC | 2.1 | 14.6 | 0.2 | -0.5
NNC(=O)CSc1nnc(-c2ccc(Cl)cc2)n1-c1ccccc1 | 12.8 | -3.6 | 0.0 | 3.4
Cc1nnc(N2C(=O)C(=O)/C(=C(/O)c3ccc(F)cc3)C2c2ccc(Cl)cc2)s1 (configuration not stated) | -8.3 | 21.1 | 0.6 | -2.0
O=c1c(Cl)c(Cl)cnn1-c1ccccc1 | 92.8* | -4.0 | 0.0 | 0.3
C=CCn1c(C)cc(C(=O)CSc2nnc(-c3ccccc3)o2)c1C | 4.3 | 6.0 | 0.4 | 0.3
O=C(NCCc1ccccc1)c1cnccn1 | -42.3 | 11.5 | -0.2 | 0.0
CC(C)NS(=O)(=O)c1ccc(C2CNC(=O)C2)cc1 (configuration not stated) | -6.9 | 2.2 | -0.1 | 1.3
Cc1nc(C)c(-c2cc(C(=O)N3CCN(c4ccccc4)CC3)n[nH]2)s1 | -0.6 | 5.8 | 0.3 | 0.6
CC(C)(C)NC(=S)NCc1ccncc1 | -4.5 | -13.0 | 0.0 | -0.5
O=C1OC(/C=C/c2ccc([N+](=O)[O-])cc2)=NC/1=C/c1ccc(Cl)cc1Cl | 7.7 | 6.3 | 0.0 | 0.1
Cc1ncc(CO)c2cc(C(=O)Nc3cccc(C(F)(F)F)c3)c(=N)oc12 | 3.2 | 2.2 | -0.1 | -0.3
COc1ccc(CNC(=O)C/C(C)=N/NC(=O)Cc2csc(N)n2)cc1 | -23.8 | -7.3 | -0.5 | -0.6
COc1ccc(CCN2C(=O)NC(C)(C3CCN(C(=O)c4ccoc4)CC3)C2=O)cc1 (configuration not stated) | 15.0 | 9.1 | 0.0 | 0.9
CCOC(=O)CNC1CC(=O)N(c2ccc(Cl)cc2)C1=O (configuration not stated) | 6.3 | -1.0 | -0.2 | 1.2
OCCCn1c(-c2ccc(Cl)s2)csc1=Nc1ccccc1 | -5.1 | -3.5 | -0.1 | -1.0
COc1ccc(N2CCN(C(=O)c3sc4nc(C)nc(N(C)c5ccc(C(C)C)cc5)c4c3C)CC2)cc1 | -6.5 | 4.7 | -0.1 | 0.4
CC(=O)Nc1cccc(C(=O)OCc2ccccc2)c1 | -12.7 | 17.5 | 0.2 | 0.4
Cc1cc(NC(=O)COC(=O)c2nc(-c3ccccc3)oc2C)no1 | 12.1 | 46.4 | 0.1 | -1.5
Cc1nnc(SCC(=O)Nc2ncc(C(F)(F)F)cc2Cl)s1 | 6.8 | 1.6 | 0.6 | -1.1
O=C(CCn1nc(-c2ccc(Cl)cc2)ccc1=O)N1CCCC1 | 1.9 | 6.7 | -0.1 | -1.5
CC(=O)COC(=O)c1cccc(NS(=O)(=O)c2ccc(F)c(F)c2)c1 | -2.3 | 7.0 | 0.2 | -1.1
Cc1c(C(=O)N2CCCCCC2)sc2ncn(Cc3ccccc3Cl)c(=O)c12 | 1.2 | -4.4 | -0.1 | 8.5*
O=C(Nc1nnc(SCC(=O)N2CCCC2)s1)c1ccc(Cl)cc1 | -3.3 | -9.5 | -0.1 | -0.7
Fc1ccc(Br)cc1C1C=C(c2cccs2)Nc2nnnn21 (configuration not stated) | -16.7 | 1.5 | -0.1 | -0.8
CCOC(=O)c1c(C)[nH]c(C)c1C(=O)COC(=O)/C=C/c1ccc2c(c1)OCO2 | -12.3 | 6.2 | -0.1 | 0.1
